Kir21 inh = inhibitors of mouse Kir2.1 inward-rectifier potassium channel; HEK293-Kir2.1, FluxOR thallium flux fluorescence; active compounds read low; hit rate 0.85% among 310,000; B-score at 10 µM; P35561;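 active means fluorescence ratio B-score at or below minus 3 SD of library scores, with starting-brightness B-score within 2 SD, cut at about -4.2 in these data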;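 further: channel flux triggered by added potassium and thallium sulfate stimulus; B-score of peak minus minimum fluorescence over baseline after thallium stimulus; more negative B-score means stronger Kir2.1 block with less thallium influx; some compounds called inactive have numbers as strong as hits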
CHT inh = human CHT choline transport inhibition; B-score at 10 µM; AID 488975; Q9GZV3; CHT-expressing cells, membrane potential dye, choline response; active compounds read low; hit rate 0.86% among 310,000;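 active means B-score over 3 SD under the library average, and starting fluorescence ratio not unusually high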;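 further: choline stimulus applied at its EC90 after an EC20 pre-addition; B-score computed on integrated fluorescence ratio after choline addition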
KCNQ2 block = KCNQ2 potassium channel inhibitors, primary screen, cell-based, CHO-K1, FluxOR thallium flux, B-score (AID 2156); B-score at 10 µM; O88943; 20 min; active compounds read low; hit rate 1.1% among 310,000;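 active means fluorescence ratio B-score at most minus 3 library SDs, with starting brightness B-score within 2 library SDs, cut at about -5.5 in these data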
Target sequence (O88943 whole entry, looked up): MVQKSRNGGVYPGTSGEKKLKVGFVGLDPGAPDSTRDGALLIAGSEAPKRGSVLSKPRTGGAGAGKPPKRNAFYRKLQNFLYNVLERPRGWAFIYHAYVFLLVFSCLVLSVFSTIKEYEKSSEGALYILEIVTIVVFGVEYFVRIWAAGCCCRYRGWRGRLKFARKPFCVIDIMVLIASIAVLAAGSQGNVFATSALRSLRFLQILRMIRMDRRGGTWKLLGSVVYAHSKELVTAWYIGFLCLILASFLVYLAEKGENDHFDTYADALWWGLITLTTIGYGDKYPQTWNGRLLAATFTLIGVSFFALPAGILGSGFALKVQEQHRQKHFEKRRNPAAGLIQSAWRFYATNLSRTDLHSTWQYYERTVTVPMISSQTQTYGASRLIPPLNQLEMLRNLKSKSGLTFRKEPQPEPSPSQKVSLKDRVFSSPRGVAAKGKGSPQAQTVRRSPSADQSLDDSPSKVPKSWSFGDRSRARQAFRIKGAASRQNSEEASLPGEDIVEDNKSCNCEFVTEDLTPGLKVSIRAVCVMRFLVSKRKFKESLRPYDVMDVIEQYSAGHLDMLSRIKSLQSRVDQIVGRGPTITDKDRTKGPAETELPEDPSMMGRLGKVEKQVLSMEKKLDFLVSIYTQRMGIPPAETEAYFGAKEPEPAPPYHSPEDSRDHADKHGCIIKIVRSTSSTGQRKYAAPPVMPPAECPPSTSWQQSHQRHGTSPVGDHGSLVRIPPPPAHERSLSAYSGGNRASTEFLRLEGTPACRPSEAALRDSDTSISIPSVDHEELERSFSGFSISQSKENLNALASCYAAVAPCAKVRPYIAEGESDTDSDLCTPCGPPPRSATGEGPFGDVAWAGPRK
Numbers without * were called inactive; i = inactive.

Values run as follows: Kir21 inh, CHT inh, KCNQ2 block
O=[N+]([O-])c1ccc(OCCCn2cncn2)cc1
  -1.15, i, i
Cc1ccc(Cl)cc1NC(=O)C1CC1c1ccccc1 (configuration not stated)
  1.67, i, i
N#Cc1ccccc1OCC(=O)NCC(c1cccs1)N1CCOCC1 (configuration not stated)
  -0.55, i, i
O=C(NC1CCCc2c1cnn2-c1ccc(F)cc1F)c1ccccc1N1CCOCC1 (configuration not stated)
  -0.04, i, i
Cc1ccc(-c2nc(CS(=O)(=O)CC(=O)NC3CCCCC3C)c(C)o2)cc1 (configuration not stated)
  -0.29, i, i
N#Cc1ccsc1NC(=O)c1ccc(Cl)c([N+](=O)[O-])c1
  0.84, -8.74*, i
Cc1ccc([N+](=O)[O-])c(C)[n+]1C
  -0.35, i, i
CCCc1cc(=O)n2[nH]c(SCc3ccc(Cl)cc3)nc2n1
  0.42, i, i
O=C(O)C1CCCNC1 (configuration not stated)
  2.36, i, i
N#Cc1ccc(COC(=O)c2ccc(N3CCCC3)c([N+](=O)[O-])c2)cc1
  -1.25, i, -6.81*
COc1ccc(C(=O)NC(=S)Nc2ccccc2N2CCOCC2)cc1[N+](=O)[O-]
  1.06, i, i
CC1=C(C(=O)Nc2cccc(C(=O)NC(C)C)c2)SCCO1
  1.48, i, i
Cc1nnc(SCCC(=O)Nc2ccccc2Cl)o1
  0.02, i, i
CN(CC(=O)NCC1CCCCC1)S(=O)(=O)c1ccc(Cl)cc1
  0.44, i, i
C=CCn1c(=O)c(C(=O)NCCN(CC)CC)c(O)c2ccccc21
  -1.97, i, i
CNC(=O)/C(C#N)=C/c1c(N2CCN(c3cccc(Cl)c3)CC2)nc2c(C)cccn2c1=O
  0.39, i, i
Fc1ccccc1NC(=S)N/N=C/c1ccccc1Br
  1.68, i, i
CC(=O)OCCCCON1C(=O)c2ccccc2C1=O
  0.1, i, i
CCN1CCN(C(=O)CSc2cc(=O)n(CC)c3ccccc23)CC1
  -0.98, i, i
CCN(CC)S(=O)(=O)c1ccc(C(=O)Nc2cc3oc4ccccc4c3cc2OC)cc1
  1.08, i, i
COCC1CCCN(C(=O)c2ccc3oc(C(C)C)nc3c2)C1 (configuration not stated)
  1.35, i, i
CS(=O)(=O)c1ccc(Cl)c(NC(=O)C2CCCN(C(=O)c3ccc(Cl)cc3)C2)c1 (configuration not stated)
  2.56, i, i
O=C(c1ccccc1)N1CCN(C(=O)C2CC2)CC1
  1.48, i, i
CC(=O)C1=C(O)C(=O)N(Cc2ccco2)C1c1ccc(F)cc1 (configuration not stated)
  -0.72, i, i
O=C(NCCN=C1NS(=O)(=O)c2ccccc21)c1ccco1
  -0.77, i, i
CCCCn1c(N)c(N(Cc2ccccc2OC)C(=O)c2sccc2C)c(=O)[nH]c1=O
  -1.48, i, i
Cc1c(C(=O)OC/C(O)=C(\C#N)c2nc3ccccc3[nH]2)oc2ccccc12
  -1.29, i, i
Cn1c(=O)c2ncn(CC(=O)Nc3ccc4c5c(cccc35)CC4)c2n(C)c1=O
  0.74, i, i
O=c1[nH]cc(C(F)(F)F)cc1NS(=O)(=O)c1ccc([N+](=O)[O-])cc1
  0.39, i, i
COC(=O)C1=C(CN2CCCc3ccccc32)NC(=O)NC1c1ccc(F)cc1 (configuration not stated)
  1.8, i, i
COc1ccc(-c2csc(NC(=O)CSc3nnnn3C)n2)cc1OC
  2.78, i, i
COc1cc2c(cc1OC)CN(c1nc(CN3CCCCC3)nc3sc4c(c13)CCCC4)CC2
  -2.78, i, i
Cc1nc(SCC(=O)Nc2c(C)n(C)n(-c3ccccc3)c2=O)n[nH]1
  -0.68, i, i
COc1cc(/C=C2\SC(=S)N(c3cccnc3)C2=O)ccc1O
  0.84, i, i
CCCn1nnnc1NC(=O)c1cc(Br)ccc1OC
  -0.4, i, i
Cc1cc(N/N=C/c2ccc(Cl)cc2Cl)nc(NCc2ccccc2)n1
  3.04, i, i
CCCC(C(=O)NC(C)(C)CC)N(CC1CCCO1)C(=O)CNS(=O)(=O)c1ccc(F)cc1 (configuration not stated)
  -1.1, i, i
COC(=O)CSc1nnc([C@H](Cc2ccccc2)NC(=O)OC(C)(C)C)o1
  -0.16, i, i
COCCn1c(=O)[nH]c2cc(C(=O)Nc3nnc(C)s3)ccc21
  0.48, i, i
CCn1nnnc1SCC(=O)N1c2ccccc2Sc2ccccc21
  -0.52, i, i
CCCCC(=O)NC(NC(=S)N1CCOCC1)C(Cl)(Cl)Cl (configuration not stated)
  1.16, i, i
COc1ccc(C(=O)COC(=O)C2CC3CCCC(C2)C3=O)cc1Br (configuration not stated)
  1, i, i
COc1ccc(NC(=O)C2CCCN(c3c4c(nc5ncnn35)CCC4)C2)cc1OC (configuration not stated)
  -1.33, i, i
O=S(=O)(/N=C/c1ccccc1O)c1cccs1
  1.34, i, i
Oc1ccccc1/C=N/NC(=S)NC1CC2CCC1C2 (configuration not stated)
  1.44, i, i
O=C(NCc1cccnc1)NC1CC(=O)N(c2ccc3c(c2)OCCO3)C1 (configuration not stated)
  1.12, i, i
Cc1ccc(NC(=O)C2CC(=O)Nc3nncn32)cc1 (configuration not stated)
  -0.73, i, i
Cc1ccc(NS(C)(=O)=O)c(C(=O)c2ccccc2)c1
  0.48, i, i
CCc1c(C#N)c(N)nc(SCC(=O)OCc2ccccc2)c1C#N
  0.96, i, i
Cc1ccc(Nc2nnc(SCC(=O)N(C)C3CCS(=O)(=O)C3)s2)cc1 (configuration not stated)
  0.13, i, i
Cc1cc(C)n2nc(S(=O)(=O)NCCc3ccccc3)nc2n1
  -0.87, i, i
N#CC(C(=O)c1ccccc1Cl)=C1SCCCS1
  0.89, i, i
Cc1cccc(/C=N/NC(=O)NC2CCCCC2)c1
  -1.08, i, i
Cc1ccc(NC(=O)N(C2=NCC(C)S2)c2ccccc2)cc1 (configuration not stated)
  -0.23, i, i
COc1cc2[nH]c(=S)n(NC(=O)c3ccccc3)c(=O)c2cc1OC
  1.5, i, i
O=C(Cn1nnc2ccccc21)N/N=C\c1cccs1
  1.08, i, i
CC1(C)CC(=O)C2=C(C1)N1C(=C(C#N)C2c2ccc(Cl)cc2)N=C(N)c2ccccc21 (configuration not stated)
  -0.04, i, i
COc1ccc(S(=O)(=O)NCc2ccco2)cc1-c1nnc2c3ccccc3c(C)nn12
  0.83, i, i
COc1cc(OC)c(NC2=CC(=O)C(=O)c3ccccc32)cc1Cl
  -0.35, i, i
O=C(OCc1ccc(Cl)c(Cl)c1)c1cnccn1
  -0.61, i, i

More compounds follow.
| structure | Kir21 inh | CHT inh | KCNQ2 block |
| --- | --- | --- | --- |
| O=C(Nc1ccc(-c2nc3ccccc3[nH]2)cc1)c1ccccc1NS(=O)(=O)c1ccc(F)cc1 | 0.22 | i | i |
| CCCn1c(=S)[nH]c2cc(C(=O)N3CCc4ccccc4C3)ccc2c1=O | 0.88 | i | i |
| O=C(CCS(=O)NCc1ccccc1)NCc1ccccc1 (configuration not stated) | -3.01 | i | i |
| O=C(N/N=C/c1c[nH]c2ccccc12)c1cc(-c2ccc(-c3ccccc3)cc2)n[nH]1 | 0.77 | i | i |
| CCC(=O)OC1(C)C(=O)C=C2C=C(CCCC(=O)OC)OC=C2C1=O (configuration not stated) | -0.07 | i | i |
| CC(C)c1csc(CN2CCC(CO)(Cc3cccc(F)c3)CC2)n1 | 0.03 | i | i |
| CCn1ncc(Br)c1C(=O)Nc1cc(C)cc(C)c1 | -1.2 | i | i |
| Cc1cc2nnc(SC(C)C)n2c2ccccc12 | -0.33 | i | i |
| CCOC(=O)C1=C(C)N=c2s/c(=C\c3ccc(O)c([N+](=O)[O-])c3)c(=O)n2C1c1ccccc1OC (configuration not stated) | 0.85 | i | -7.19* |
| Cc1ccc(C)c(OCCCC(=O)N2CCOCC2)c1 | 0.35 | i | i |
| COc1ccc(C)cc1Nc1n[n+](-c2ccccc2)c(-c2cc(OC)c(OC)cc2Br)s1 | -5.99* | i | -6.36* |
| O=C(NCC1CCCO1)c1ccc(S(=O)(=O)Nc2ccccc2F)cc1 (configuration not stated) | -0.43 | i | i |
| O=C(Oc1ccc[nH]c1=O)c1cccc(Cl)c1 | 0.01 | i | i |
| O=C(CSc1nnc2ccccn12)Nc1ccc(S(=O)(=O)N2CCOCC2)cc1 | 0.59 | i | i |
| O=c1c2ccccc2ncn1-c1cccc([N+](=O)[O-])c1 | 0.57 | i | i |
| Cc1ccc(C)c(N(CC(=O)NC2CCCC2)C(=O)c2csnn2)c1 | -0.21 | i | i |
| CC(C)NC(=O)c1nn2c(C(F)(F)F)cc(-c3ccco3)nc2c1Cl | 1.08 | i | i |
| COc1ccccc1CN=C1NC(=O)C(CC(=O)Nc2ccc(C(C)=O)cc2)S1 (configuration not stated) | 2.15 | i | i |
| O=C(NCc1ccccc1)N1CCC(Cc2ccccc2)CC1 | 0.38 | i | i |
| COc1cccc(N(C(=O)c2snc(C(N)=O)c2N)C(C(=O)NCc2ccccc2)c2ccc(O)cc2)c1 (configuration not stated) | 2.34 | i | i |
| Cc1ccccc1NC(=O)CSc1nc(Nc2ccccc2)nc(N2CCOCC2)n1 | 0.78 | i | i |
| CCCCC(CC)C(=O)Nc1ccc(S(=O)(=O)N2CCCC2)cc1 (configuration not stated) | 0.23 | i | i |
| COc1ccccc1C(C(=O)NCc1ccc(F)cc1)N(C(=O)c1csnn1)C1CC1 (configuration not stated) | -0.1 | i | i |
| Cc1ccc(SCC2(O)CCN(S(=O)(=O)c3ccc(Cl)cc3)CC2)cc1 | -1.05 | i | i |
| CCCC(=O)Nc1cc2c(cc1C(=O)c1ccccc1)OCCO2 | 0.3 | i | i |
| CCSc1nc2ccccc2n1Cc1nc(N)nc(N(C)C)n1 | 0.18 | i | i |
| COc1ccc(OC(=O)c2cn(C)nc2C(F)(F)F)cc1 | -0.31 | i | i |
| CCC(CCC(=O)Nc1ccn(-c2ccccc2)n1)C(=O)O (configuration not stated) | -1.06 | i | i |
| Cc1nn(C)cc1S(=O)(=O)Nc1ccc(F)c(F)c1 | 0.66 | i | i |
| CCc1cc(C(=O)COc2ccccc2F)c(O)cc1O | 0.77 | -5.83* | i |
| Cn1c2ccc(F)cc2c2nc3ccccc3nc21 | 0.65 | i | i |
| Cc1c(C#N)c(O)n(CCO)c(=O)c1N=Nc1ccccc1 | 0.03 | i | i |

Copied from the list.
`COc1ccc(OC(=O)c2cn(C)nc2C(F)(F)F)cc1` in Kir21 inh → -0.31
`CCSc1nc2ccccc2n1Cc1nc(N)nc(N(C)C)n1` in Kir21 inh → 0.18

The results go on.
| structure | Kir21 inh | CHT inh | KCNQ2 block |
| --- | --- | --- | --- |
| Cc1ccccc1-c1nc(CN2CCC(C(=O)NCCCN3CCCC(C)C3)CC2)c(C)o1 (configuration not stated) | -0.34 | i | i |
| Cc1noc(C)c1CS(=O)(=O)c1ccc(Br)cc1 | -0.98 | i | i |
| Cc1ccccc1OC(C)C(=O)Nc1ccc(S(=O)(=O)N2CCCC2)cc1 (configuration not stated) | 0.01 | i | i |
| CCCCN(C)Cc1cc(=O)oc2ccc3ccccc3c12 | -0.32 | i | i |
| O=C(Oc1ccc(OC(=O)N2CCCCC2)cc1)N1CCCCC1 | 0.17 | i | i |
| Cc1cc(C)n2nc[n+](C)c2n1 | 1.51 | i | i |
| Cc1ccc(C2C(C#N)=C(N)Oc3n[nH]c(-c4cccs4)c32)cc1 (configuration not stated) | -1.4 | i | i |
| COc1ccc2oc(=O)cc(CN3CCOCC3)c2c1 | 1.42 | i | i |
| CC(=O)Oc1ccc(C(=O)[C@H]2[C@H]3C(=O)N(c4ccc5ccccc5c4)C(=O)[C@H]3[C@@H]3C=CC=NN32)cc1 | -0.66 | i | i |
| O=C(CCC1CCN(C(=O)c2cc(C(F)(F)F)ccc2Cl)CC1)NC1CC1 | 0.78 | i | i |
| O=C(COc1ccc(S(=O)(=O)N2CCOCC2)cc1)Nc1ccccc1Cl | -1.96 | i | i |
| CCOc1cc(NC(=O)C2CC2)c(OCC)cc1NC(=O)c1cc(OC)c(OC)c(OC)c1 | 0.55 | i | i |
| CCOC(=O)Cn1cnc2sc(C(=O)OC)c(C)c2c1=O | -0.04 | i | i |
| Cc1cc(C(=O)NCCC2=CCCCC2)no1 | 0.66 | i | i |

Exported field by field: four of the compounds above
mol: Cc1cc(N/N=C/c2ccc(Cl)cc2Cl)nc(NCc2ccccc2)n1
  Kir21 inh = 3.04
  CHT inh = i
  KCNQ2 block = i
mol: CCCC(C(=O)NC(C)(C)CC)N(CC1CCCO1)C(=O)CNS(=O)(=O)c1ccc(F)cc1 (configuration not stated)
  Kir21 inh = -1.1
  CHT inh = i
  KCNQ2 block = i
mol: COC(=O)CSc1nnc([C@H](Cc2ccccc2)NC(=O)OC(C)(C)C)o1
  Kir21 inh = -0.16
  CHT inh = i
  KCNQ2 block = i
mol: COCCn1c(=O)[nH]c2cc(C(=O)Nc3nnc(C)s3)ccc21
  Kir21 inh = 0.48
  CHT inh = i
  KCNQ2 block = i

Three neighbouring entries out of the list so far, quoted:
| structure | Kir21 inh | CHT inh | KCNQ2 block |
| --- | --- | --- | --- |
| O=C(CCC1CCN(C(=O)c2cc(C(F)(F)F)ccc2Cl)CC1)NC1CC1 | 0.78 | i | i |
| O=C(COc1ccc(S(=O)(=O)N2CCOCC2)cc1)Nc1ccccc1Cl | -1.96 | i | i |
| CCOc1cc(NC(=O)C2CC2)c(OCC)cc1NC(=O)c1cc(OC)c(OC)c(OC)c1 | 0.55 | i | i |

High-throughput results: PubChem, Johns Hopkins Ion Channel Center

Rows were taken by chance; 2.6% or so of the library scored in one or more.
